procasp3 activ = activates human procaspase-3 | activation, % at 8.5 µM | 330,000 tested, 0.11% active | P42574 | recombinant procaspase-3 D3A, Ac-DEVD-pNA absorbance 405 nm;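 active = activation above the mean of all tested compounds plus 3 SD, cut at about 21% in these data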;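 also: 0% = DMSO alone and 100% = DMSO wells spiked with extra 5 µM PC-3 D3A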
Target sequence (P42574 whole entry D9A/D28A/D175A): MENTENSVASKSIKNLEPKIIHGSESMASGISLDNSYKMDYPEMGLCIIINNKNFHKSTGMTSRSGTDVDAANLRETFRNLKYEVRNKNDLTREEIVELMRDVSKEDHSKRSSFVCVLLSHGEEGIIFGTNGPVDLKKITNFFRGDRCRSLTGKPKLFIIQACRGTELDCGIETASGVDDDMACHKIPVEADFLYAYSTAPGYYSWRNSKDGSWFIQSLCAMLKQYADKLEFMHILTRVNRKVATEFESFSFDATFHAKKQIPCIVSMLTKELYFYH
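Evaluation: percent activation relative to control range; Material: Procaspase-3 D3A mutant, all three cleavage aspartates alanine; Compound: single dose, 8.5 µM nominal compound, 0.8% DMSO; Replication: one well per compound; Signal: absorbance at 405 nm, 0 and 120 min; Schedule: 1 h preincubation plus 2 h reaction at 25 °C.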
Fh CTSL1 inh = counter-screen for PFM18AAP inhibitors: inhibitors of F. hepatica cathepsin L1; AID 1906; recombinant F. hepatica cathepsin L1, Z-Leu-Arg-MCA fluorescence; 300,000 tested, 0.49% active; inhibition, % at 5.96 µM;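 active = inhibition above the mean of all tested compounds plus 3 SD, set per screening campaign, cut at about 17% in these data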;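 also: 0% = plate median of test compound wells and 100% = 1 µM Z-Phe-Ala-diazomethylketone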
VLA-4 inh = inhibition in a human VLA-4 binding assay; 330,000 tested, 0.2% active; P13612; AID 2557; VLA-4 expressing cells, ligand binding flow cytometry; inhibition, % (about 7 µM as worked out from the volumes in the protocol); in the data active = inhibition above about 50%
JMJD2C inh = blocks human GASC-1 demethylase activity | GST-JMJD2C(1-420) H3K9me3 demethylation, DELFIA europium | inhibition, % at 2.35 µM | 330,000 tested, 0.069% active;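 active = more than half of a compound's replicate wells show inhibition beyond 50%, single wells judged on their own value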;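 also: signal counts dimethyl H3K9 product captured on neutravidin plate; 0% = median of DMSO wells and 100% = 0.3 times that DMSO median; strong numbers were not always called active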
PP5 primary = PP5 (human) phosphatase inhibition. P53041. purified PP5c, OMFP substrate fluorescence. inhibition, % at 6.7 µM. 320,000 tested, 0.18% active. AID 1987;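 active = inhibition above the campaign's mean inhibition across all tested compounds plus 3 SD, cut at about 9.5% in these data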;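 also: 0% = DMSO only and 100% = 100 µM cantharidin control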
proCasp7 act = activates human procaspase-7, counter-screen for procaspase-3 activators. P55210. recombinant procaspase-7, Ac-DEVD-pNA absorbance 405 nm; D23A/D198A/D206A triple mutant, cannot self-cleave; scale: DMSO 0, 5 µM enzyme 100. 330,000 tested, 0.093% active. activation, % at 8.5 µM. AID 463210;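 active = percent activation above the screen-wide mean plus 3 SD, cut at about 25% in these data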
Target sequence (P55210 whole entry D23A/D198A/D206A): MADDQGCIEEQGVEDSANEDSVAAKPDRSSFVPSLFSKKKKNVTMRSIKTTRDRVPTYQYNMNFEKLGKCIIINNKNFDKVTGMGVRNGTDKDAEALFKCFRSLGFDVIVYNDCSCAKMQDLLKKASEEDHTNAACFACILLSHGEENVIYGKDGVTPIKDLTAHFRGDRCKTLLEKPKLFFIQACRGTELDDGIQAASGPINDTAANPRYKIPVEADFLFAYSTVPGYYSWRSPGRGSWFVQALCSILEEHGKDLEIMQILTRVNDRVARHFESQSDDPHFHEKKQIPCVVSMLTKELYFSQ
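Replicates: singlicate. Assay system: Procaspase-7 triple mutant (PC-7 D3A). Signal: 405 nm absorbance of p-nitroaniline. Times: 1 h preincubation, 2 h reaction. Buffer or medium: Zinc-free HEPES pH 7.4 with 300 mM NaCl, 0.01% Triton X-100. Also added: DEVD-pNA substrate. Benchmarks: DMSO wells as 0%, DMSO with 5 µM added PC-7 as 100%.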
core dimer inh = HCV core protein dimerization inhibition; inhibition, % at 5 µM; TR-FRET GST/Flag-core106 dimerization, 1536-well; 300,000 tested, 0.33% active; AID 1899;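 active = inhibition above the mean of all tested compounds plus 3 SD, set per screening campaign, cut at about 45% in these data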
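System: GST-tagged and Flag-tagged HCV core protein residues 1-106 / Input: core106 proteins, GST 13.5 nM and Flag 17 nM / Buffer or medium: KF-containing HEPES buffer, pH 7.45, DTT, CHAPS, BSA / Probe or stimulus: Eu-anti-GST and XL665-anti-Flag labelled anti-tag antibodies / Schedule: 4 h, 22.5 °C incubation / Technique: TR-FRET 671 and 617 nm emission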
PP1 counter = blocks human PP1-alpha phosphatase, a PP5 counter-screen; inhibition, % at 6.7 µM; purified PP1alpha, OMFP fluorescence; 320,000 tested, 0.9% active; AID 2235; P62136;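 active = inhibition above the mean inhibition of all tested compounds plus 3 SD, computed separately for each screening campaign, cut at about 15% in these data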
Target sequence (P62136 whole entry, looked up): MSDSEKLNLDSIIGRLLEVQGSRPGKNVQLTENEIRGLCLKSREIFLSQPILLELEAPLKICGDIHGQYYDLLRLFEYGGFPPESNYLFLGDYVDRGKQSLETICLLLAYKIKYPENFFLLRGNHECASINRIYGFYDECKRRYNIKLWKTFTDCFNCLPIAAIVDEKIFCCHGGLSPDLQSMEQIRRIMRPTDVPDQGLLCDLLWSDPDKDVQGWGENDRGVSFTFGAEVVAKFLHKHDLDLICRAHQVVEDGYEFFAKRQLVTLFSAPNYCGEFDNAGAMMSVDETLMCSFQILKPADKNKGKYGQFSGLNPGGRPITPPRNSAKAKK
GRK2 inh = inhibitors of human GRK2 displacing RNA aptamer; inhibition of aptamer binding, % at 10 µM; P25098; bead flow cytometry, FAM-aptamer displacement from GRK2; 330,000 tested, 0.59% active;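 active = inhibition of aptamer binding above 40%, roughly 3 SD of noise, on plates passing a quality check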;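 also: median bead fluorescence of bound FAM aptamer so fluorescent compounds give negative values; no value below 0 was filed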
Starred values were filed as active, the others as inactive; x = not tested or not shown; & = joins results of further samples. Random draw from the library; overall some 2.6% were active at least once.

SMILES	procasp3 activ	Fh CTSL1 inh	VLA-4 inh	JMJD2C inh	PP5 primary	proCasp7 act	core dimer inh	PP1 counter	GRK2 inh
CC(C)c1nnc(NC(=O)C2CCN(C(=O)Nc3ccc(Cl)cc3)CC2)s1	-6	-1	17	-8	3.1	6	-1	4	2
CCOc1ccc(S(=O)(=O)Nc2ccccc2SC)cc1	4	-4	-1	1	-0.7	3	4	1	0
Cc1ccc(NC(=O)c2c(O)c3ccccc3n(C)c2=O)nc1	0	-2	4	1	2.1	-9	4	2	0
CC1CCN(S(=O)(=O)c2ccc3c(c2)N(CC(=O)NCCCN2CC(C)CC(C)C2)C(=O)CS3)CC1 (stereo not drawn)	0	0	20	58	2.2	13	-5	3	0
Cc1ccc(CS(=O)(=O)CC(C)(O)c2ccccc2)cc1 (stereo not drawn)	-1	-3	3	2	-1.2	-15	8	-4	3
CCn1c(COc2ccc(C)cc2)nnc1SCc1ccc(C#N)cc1	8	-1	-4	-2	2.5	-6	-1	8	2
CCCCCCNc1cc2n(c(=O)n1)CCc1cc(OC)c(OC)cc1-2	-6	1	-4	24	0.1	2	-2	1	0
COc1ccc(C)cc1NC(=O)C1CC(=O)OC12CCCCC2 (stereo not drawn)	-2	7	2	-4	3.7	8	0	1	1
Cc1cnc(CN2CCCC(C(=O)c3ccc4c5c(cccc35)CC4)C2)[nH]1 (stereo not drawn)	-1	-1	15	6	-0.6	3	2	0	0
C=CCOc1ccc(C(=O)c2ccccc2)c(OCC(=O)NC2(C#N)CCCC2)c1	7	18*	-5	11	1.3	5	4	7	2
O=C(C1=C(O)C(=O)N(Cc2cccnc2)C1c1ccccn1)c1cccs1 (stereo not drawn)	-9	1	-2	-6	3.1	-21	-4	6	1
COc1ccccc1NC(=O)c1c(N=Cc2c(O)ccc3ccccc23)cnn1C	-6	8	28	-1	2.9	-11	-4	-2	5
O=C(Cc1c(Cl)cccc1Cl)NCCc1ccc(Cl)cc1	-9	-1	25	11	1.6	0	6	-4	4
Cc1ccc(CCN2C(=O)CCC2(C)C(=O)NCc2cccnc2)cc1 (stereo not drawn)	-3	-5	-3	15	-0.3	0	0	0	2
Cc1ccccc1CN(C)C(=O)COC(=O)CSc1ccc([N+](=O)[O-])cc1	-16	6	2	33	-1.0	-30	0	-1	1
CCOc1ccc(C(=O)NC2CC3CCCC(C2)N3CC(C)C)cc1 (stereo not drawn)	0	-2	32	-14	-3.9	9	2	-9	0
CCOC(=O)C1CCN(CC(=O)NC(=O)NC2CCCCC2)CC1	3	-1	1	4	-3.0	-1	-7	-2	1
CCOc1ccccc1N=CC1=C(O)CC(c2ccccc2)CC1=O (stereo not drawn)	4	3	7	-5	4.2	-43	-7	-4	0
CC(=O)c1ccc(S(=O)(=O)N2CCNC(=O)C2)cc1	-2	x	-13	0	x	-10	x	x	3
CCCOc1ccc(CC(CC(=O)O)(C(=O)O)C(=O)O)cc1	-2	0	-7	1	3.4	13	-5	2	0
O=S(=O)(N/N=C/c1ccc(OC2CSC2)cc1)c1ccccc1	-4	-7	-1	7	1.0	-10	5	-3	0
Cc1ccc(OCc2cc(C(=O)N3CCN(C)C[C@@H]3c3ccccc3)no2)cc1C	-10	1	6	1	4.1	3	-3	1	2
CCOc1ncccc1C(=O)Nc1ncc(C)s1	-1	1	-2	-18	0.7	3	0	1	0
CCOC(=O)c1ccc(NC(=O)Cn2cnc(S(=O)(=O)N3CCCC3)c2)cc1	7	-5	-20	x	1.7	1	-13	-2	0
COc1ccc(N(CC2CO2)S(=O)(=O)c2ccccc2)cc1 (stereo not drawn)	6	3	2	-2	0.0	1	3	-1	0

The last 2 compounds of the section above open the next one.
SMILES	procasp3 activ	Fh CTSL1 inh	VLA-4 inh	JMJD2C inh	PP5 primary	proCasp7 act	core dimer inh	PP1 counter	GRK2 inh
CCOC(=O)c1ccc(NC(=O)Cn2cnc(S(=O)(=O)N3CCCC3)c2)cc1	7	-5	-20	x	1.7	1	-13	-2	0
COc1ccc(N(CC2CO2)S(=O)(=O)c2ccccc2)cc1 (stereo not drawn)	6	3	2	-2	0.0	1	3	-1	0
COc1ccccc1CN1C2CCCC1CC(NC(=O)/C=C/c1ccccc1)C2 (stereo not drawn)	12	-1	28	-6	5.0	4	-5	-5	0
CC(C)Cc1ccc(S(=O)(=O)Nc2ccc3[nH]c(=O)[nH]c3c2)cc1	2	4	-4	2	2.5	2	1	2	0
CN(C)c1ccnc(Oc2ccc(F)cc2)c1C#N	-6	-2	-13	-13	1.9	12	-5	-4	1
CN(C)CCNC(=O)C(=O)NCC(c1ccc2c(c1)OCO2)N1CCN(c2ccc(F)cc2)CC1 (stereo not drawn)	1	2	6	-1	-1.7	6	-4	-3	0
O=C(CCCc1nc(-c2ccccc2)no1)NC1CCCC1	0	3	11	2	-1.1	3	-3	1	3
CN(C(=O)C(C)(C)C)c1ccc(OCC(=O)N2CCc3ccccc3C2)cc1	-1	2	1	-2	-0.5	0	0	0	0
CCC1Oc2ccccc2N(CC(=O)NCCCN2CCCCC2CC)C1=O (stereo not drawn)	5	-1	2	5	-1.9	3	6	-3	0
COc1ccc(OCCC(=O)OCc2c(C)noc2C)cc1	-3	6	1	3	1.0	-1	-5	-2	0
CCCCCC(=O)NNC(=O)Nc1ccccc1	12	-4	-4	4	0.0	3	3	3	0
CCC1CCC2(CC1)SCC(=O)N2c1ccccc1 (stereo not drawn)	1	0	5	-1	1.7	4	7	-3	0
COc1ccccc1-c1ccc(Nc2cccc(C(F)(F)F)c2)nn1	8	2	13	9	2.8	-16	3	0	2
CCOC(=O)c1c(C)[nH]c(C)c1C(=O)CSc1nc2ccccc2c(=O)n1-c1ccc(C)cc1	8	0	8	16	2.4	0	3	0	2
COC(=O)c1cc2ccccc2c(-c2c(OC)c(C(=O)OC)cc3ccccc23)c1OC	-4	4	12	14	1.0	10	11	-1	0
COc1cc(/C=C/C(=O)O)ccc1OS(=O)(=O)c1c(C)cc(C)cc1C	3	x	-8	-2	2.0	0	x	-1	0
C=CC[n+]1ccc2ccccc2c1C	-7	3	-11	4	-1.0	1	0	-1	2
COc1ccc(N(C)C(=O)c2cn(C)c(=O)c3cc(OC)c(OC)cc23)cc1	-5	4	0	-10	1.6	3	2	-1	0
COc1ccc(C2CC(=O)C3=C(C2)Nc2ccccc2N(C(C)=O)C3c2ccco2)cc1 (stereo not drawn)	0	2	13	-2	2.4	6	2	-5	3
O=C(CCn1c(=O)c2ccccc2n(Cc2ccccc2)c1=O)NCc1ccc2c(c1)OCO2	-7	0	15	6	-0.6	0	2	3	0
COc1cc2nc(NC(=O)c3ccc(F)cc3Cl)sc(=O)c2cc1OC	-7	-1	-1	0	2.7	-10	6	-2	0
C=CCC(C(=O)OC)(C(=O)OC)c1ccccc1[N+](=O)[O-]	6	0	2	-3	0.2	2	-4	0	2
Cn1c(C(=O)NCC2CCCO2)cc2c(=O)n(C)c3ccccc3c21 (stereo not drawn)	14	-2	5	-10	2.2	7	0	-5	0
NS(=O)(=O)c1ccc(CNC(=O)CCSCCC(=O)NCc2ccc(S(N)(=O)=O)cc2)cc1	-11	-7	6	0	2.0	-1	9	1	0
CNCc1ccccc1Sc1cccc(O)c1	5	0	-7	-6	2.7	-7	-13	-1	0
Cc1ccc(NC2=C(Cl)C(=O)OC2OC(=O)c2ccco2)cc1C (stereo not drawn)	-12	54*	21	3	-1.5	-5	0	-2	3
COc1ccc(/C(C)=N/OCC(=O)Nc2nc3ccccc3s2)cc1OC	5	-1	10	-5	2.2	4	-12	1	4
CCCCN1Cc2c(nc3cc(-c4ccccc4)[nH]n3c2=O)C1=O	0	4	25	13	1.4	8	2	-1	3
CCOC(=O)c1cnc(-n2cc(C)cn2)nc1Nc1ccccc1OC	-2	-2	-7	1	-0.4	14	9	7	4
Cn1c(=O)c2c(nc(NCc3ccco3)n2Cc2ccccc2Cl)n(C)c1=O	2	-4	-2	-9&-3	2.6	4	-4	-8	0
C[C@@H]1CN([C@@H](C)CO)C(=O)Cc2cc(NS(=O)(=O)c3cn(C)cn3)ccc2O[C@@H]1CN(C)C(=O)Nc1ccccc1	1	x	3	-11	x	0	x	x	0
CC(C)c1ccc2oc(=O)cc(CN3CCN(Cc4ccccc4)CC3)c2c1	9	1	-1	-6	2.5	12	6	2	0
Cc1onc(-c2ccccc2)c1-c1csc(N/N=C/c2ccccc2Cl)n1	-2	-1	-47	x	2.0	-9	2	0	0
CC1CCN(S(=O)(=O)c2ccc(NC(=O)CN3CCCCCC3)cc2)CC1	8	-1	19	-5	2.1	-3	2	2	0
CC1CCN(CCCn2c(=S)[nH]c3c(sc4ccccc43)c2=O)CC1	-15	3	-7	-7	2.8	-15	0	-3	3
CCN(CC)C(=O)c1cnn(-c2ccccc2)c1NC(=O)c1ccco1	2	2	22	10	-0.1	-2	0	-2	2
O=C(NC1CCCCC1)C1CCCN1S(=O)(=O)c1cccc2nsnc12 (stereo not drawn)	-1	-1	16	7	4.4	-1	-4	2	1
CN(c1ccccc1)c1cc(Br)nc(Br)c1	-10	1	16	4	-0.1	9	0	-3	3
Cc1cc(C)cc(OCC(=O)OCC(=O)NC2CCCCCCC2)c1	-1	-13	7	-3	-0.1	5	3	-1	2
CCc1ccc(S(=O)(=O)NC(CC(=O)O)c2ccccc2)cc1 (stereo not drawn)	2	-1	18	4	-2.2	10	-6	-2	2
Cn1c(/C=C/c2ccc(Cl)cc2)nc2ccccc2c1=O	12	3	7	-4	4.4	25	-2	-2	0
CCc1ccc(OC(=O)/C=C/c2ccco2)cc1	-2	-9	16	-6	-0.2	3	6	2	0
COc1cc(/C=N/NC(=O)C(=O)NCc2ccco2)cc(Br)c1O	5	4	1	17	-1.4	-6	-10	-3	2
CCC(NC(=O)c1[nH]c(C)c(C(C)=O)c1C)c1ccc(Br)cc1 (stereo not drawn)	-1	0	14	-7	4.0	1	-1	1	2
Nn1c(SCc2ccccc2F)nnc1-c1ccncc1	-7	-3	2	-4	-0.9	9	-1	-2	1
CCOC(=O)C(=CNc1cccc(C)n1)C(=O)OCC	-4	1	2	3	1.3	8	-14	2	2
COc1cccc(/C=N/N=C(\N)c2nonc2N)c1O	-1	2	1	-3	0.4	13	-4	0	1
COc1ccc(-c2cn3c(C)c(C(=O)Nc4cc(NC(C)=O)ccc4OC)sc3n2)cc1	14	0	-21	-6&18	-0.4	0	-49	-3	0
